NR2E3 ag-1: agonists of human NR2E3 nuclear receptor; AID 602229; inhibition of corepressor binding, % at 3.98 µM; Q9Y5X4; CHO-S Gal4-NCOR/VP16-NR2E3 two-hybrid, luciferase; hit rate 0.35% among 360,000;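 active means inhibition above the mean of all tested compounds plus 3 SD, cut at about 70% in these data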;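 further: 0% = DMSO with NR2E3 transfected cells and 100% = cells lacking NR2E3 construct; higher means lower luciferase signal from less NR2E3 corepressor binding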
Target sequence (Q9Y5X4 whole entry, looked up, the tested form may be a part): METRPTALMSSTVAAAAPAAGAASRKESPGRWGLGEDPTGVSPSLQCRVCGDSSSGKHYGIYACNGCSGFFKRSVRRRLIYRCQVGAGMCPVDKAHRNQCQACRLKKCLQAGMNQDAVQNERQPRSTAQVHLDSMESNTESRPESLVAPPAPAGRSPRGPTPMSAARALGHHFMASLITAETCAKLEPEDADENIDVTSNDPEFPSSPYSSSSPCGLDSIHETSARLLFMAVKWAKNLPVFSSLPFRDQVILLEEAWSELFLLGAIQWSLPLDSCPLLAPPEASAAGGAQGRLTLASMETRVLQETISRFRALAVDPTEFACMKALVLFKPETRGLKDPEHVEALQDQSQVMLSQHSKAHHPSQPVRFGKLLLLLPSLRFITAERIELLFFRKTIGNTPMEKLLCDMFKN
MITF TRPM1 inh: inhibitors of MITF-driven TRPM1 promoter in melanoma cells; SK-MEL-5 TRPM1 promoter luciferase, 24 h; inhibition, % at 12.5 µM; hit rate 0.83% among 330,000; AID 488899;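 active means mean inhibition across replicates of 60% or more, whatever share of single replicates reaches that level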; further: values of inactives mirror those of a sister screen read the other way
HIF-2a inh: HIF-2a inhibition; 786-0 RCC cells HIF-2a reporter, luciferase luminescence, overnight; inhibition, % at 18.8 µM; hit rate 0.72% among 360,000; AID 624352;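 active means inhibition of the luminescence signal of 40% or more relative to plate controls, in a single-dose primary screen at 18.75 µM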
aDG glyco act: alpha-DG glycosylation activation; activation, % at 10 µM; Pro5-aDG cells, alpha-DG glycosylation AlphaScreen (IIH6); 0% Pro5, 100% B10-LARGE cell signal; hit rate 0.22% among 360,000; AID 624168;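 active means activation of at least 8% versus controls, or a plate z-score of at least 8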;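 further: Pro5 are CHO cells carrying HIG-tagged alpha-DG that lacks glycosylation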
Peg3 prom inh: reduces Peg3 promoter-driven luciferase expression in HeLa. hit rate 1.7% among 360,000. inhibition, % at 20 µM. HeLa PEG-Prom luciferase reporter, luminescence, overnight. AID 588405;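 active means inhibition of at least 50% at 20 µM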
TWEAK Fn14 block: inhibitors of TWEAK-Fn14 interaction signaling; hit rate 2% among 360,000; TWEAK-stimulated Fn14 reporter cells, luciferase luminescence, 8 h; AID 1159606; inhibition, % at 10 µM; in the data active means inhibition above about 50%
KKLEB cytotox: counter-screen for CF NF-kB inhibitors: cytotoxicity | KKLEB CF airway cells viability, ATPlite luminescence, overnight; stronger effect = lower value; cells stimulated with P. aeruginosa culture filtrate | hit rate 0.36% among 360,000 | activity change (cytotoxicity), % at 5 µM;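 active means corrected activity change at or below -50% at 5 µM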
CF NFkB inh: cystic fibrosis NF-kB activation inhibition; KKLEB NF-kB-GFP reporter, PAF-induced, GFP fluorescence overnight; inhibition, % at 5 µM; hit rate 0.86% among 360,000; AID 588850;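 active means at least 50% inhibition at 5 µM, scaled per plate between neutral and stimulator controls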;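 further: PAF is a Pseudomonas aeruginosa culture filtrate used as stimulus; plate controls were PAF-stimulated DMSO wells for no effect and unstimulated DMSO wells for full effect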
iPSC survival up: increases survival of single human iPS cells. survival enhancement, % at 20 µM. hit rate 0.044% among 360,000. AID 602274. hiPSC single-cell survival, ATPlite luminescence; 100% = ROCK inhibitor wells, 0% = DMSO; in the data active means survival enhancement above about 18%;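 further: cells exposed to compounds for 16 hours before the ATP read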
NR2E3 ag-2: activates human photoreceptor nuclear receptor NR2E3 | hit rate 0.12% among 320,000 | inhibition of corepressor binding, % at 4.78 µM | AID 2300 | GST-NR2E3/biotin-RetCOR TR-FRET, 1536-well;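 active means percent inhibition above the cutoff of mean plus 3 SD of all tested compounds, set per screening campaign, cut at about 20% in these data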;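 further: 0% = DMSO wells and 100% = biotin wells as full block of FRET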
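Test system – NR2E3–RetCOR corepressor complex · Quantity – NR2E3 fusion 1.35 nM · Buffer or medium – Tris pH 7.5 · Incubation – Compound–protein incubation for 5 h at 4 °C · Technique – TR-FRET, Eu(K)-anti-GST donor, streptavidin-D2 acceptor, ex 340, em 617/671 nm · Evaluation – percent inhibition of 671/617 nm emission ratio versus biotin and DMSO controls · Plate – 1536-well format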
Shn3 3UTR inh: Schnurri-3 reporter inhibition in Clone20 osteoblasts; hit rate 0.52% among 360,000; AID 588674; inhibition, % at 12.5 µM; Clone20 osteoblast Shn3 3'UTR firefly luciferase, 24 h;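 active means mean inhibition of at least 75% with every replicate also reaching 75%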;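 further: 0% = median of neutral control wells and 100% = pilot-screen positive control compound; some compounds past the cut are filed as inactive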
* marks the source's active call; other numbers are inactive results; nt = no result given.

SMILES	NR2E3 ag-1	MITF TRPM1 inh	HIF-2a inh	aDG glyco act	Peg3 prom inh	TWEAK Fn14 block	KKLEB cytotox	CF NFkB inh	iPSC survival up	NR2E3 ag-2	Shn3 3UTR inh
Cc1ccc(-c2nc3c(Cl)cc(C(F)(F)F)cn3c2Cc2cccc(Cl)c2)cc1	-21.6	nt	1.6	-0.1	nt	25.6	nt	nt	0.3	nt	nt
O=C(CSc1ccc(Cl)cc1)Nc1ncccn1	-17.0	-7.6	11.3	0.1	21.9	6.3	14.2	-9.3	0.9	-2.4	-19.6
CN(C)S(=O)(=O)c1ccc(NC(=O)N2CCN(c3cccc(C(F)(F)F)c3)CC2)cc1	49.0	13.5	31.3	5.0	29.2	45.0	-2.1	8.7	-1.9	0.9	72.4
CC(=O)c1cc2c(cc1NC(=O)CSc1nnc(C3CC3)n1C)OCO2	6.0	nt	14.7	-0.3	-4.5	-5.2	-1.6	-19.7	1.3	nt	-7.0
Cc1ccc(-n2nc(-c3cccnc3)cc2C(=O)N2CCOCC2)c(C)c1	-24.8	12.7	11.9	0.0	-2.4	-23.2	-5.4	-19.6	2.5	4.2	-7.2
CSc1sc(-c2nnc(SCC(=O)Nc3ccc(Cl)cc3)n2C)c2c1C=CCC2	-3.7	nt	16.3	0.0	7.9	-8.5	-21.0	35.9	-0.5	-2.9	nt
COc1cc(C(=O)N2CCCCC2c2cc(C(=O)Nc3ccccc3Cl)no2)cc(OC)c1C (stereo not drawn)	-9.6	nt	20.0	0.4	17.0	-7.3	-15.2	4.5	-1.5	nt	8.6
CCN1CCN(C(=O)Nc2cc(Cl)ccc2OC)CC1	33.8	12.5	19.0	0.0	2.3	19.9	-6.1	7.2	1.6	1.2	-26.6
C/C(=N\NC1=N[C@H]2CS(=O)(=O)C[C@H]2S1)c1ccccc1	-20.1	nt	15.7	-0.1	8.4	0.9	-5.4	8.3	-0.9	5.5	-2.3
Cc1cc(C)c(C)c(S(=O)(=O)NCC(=O)Nc2ccccc2F)c1C	-5.9	1.5	10.4	0.2	-0.7	-0.9	7.0	-4.1	0.9	nt	13.6
CN(C)c1cccc(C(=O)OC(C(=O)Nc2ccc(Cl)cc2C(F)(F)F)c2ccccc2)c1 (stereo not drawn)	5.6	-8.2	10.6	0.1	12.8	2.2	2.6	-5.7	-2.5	2.7	-6.1
Cc1ccc(C)c(Cn2c(=O)n(CCC(=O)NCc3ccco3)c(=O)c3ccccc32)c1	1.2	-3.2	18.5	0.2	9.9	15.9	8.6	-2.4	1.2	-0.2	9.2
Cc1ccc(S(=O)(=O)N2C(=O)CCC2C(=O)O/N=C(\N)c2ccccc2)cc1 (stereo not drawn)	0.5	5.7	25.4	-0.1	17.1	-2.1	11.6	-37.3	0.1	-2.4	11.1
NC(=O)c1ccc(NCCc2ccccc2)c([N+](=O)[O-])c1	-7.1	-1.8	-64.7	0.3	-46.2	-4.5	22.8	5.6	1.2	-1.2	0.5
O=C(c1ccc(Cl)c(Cl)c1)N1CCOCC1	-7.2	8.0	14.5	0.0	11.8	-0.1	14.9	-2.4	-0.1	1.5	12.1
CN(C)c1ccc(CNC(=O)c2cc(S(=O)(=O)N3CCCC3)cn2C)cc1	15.7	nt	7.0	0.1	-4.0	8.4	-5.8	2.1	-3.0	4.2	19.7
COc1ccccc1NC(=O)c1ccc2c(c1)nnn2C	10.9	-5.1	-36.6	0.1	-24.4	-24.6	-5.3	3.4	-2.6	5.5	-1.1
Cc1ccc(-c2nc(-c3cccnc3)no2)c(C)c1	-120.9	-46.0	-221.6	0.1	-245.2	19.6	-15.6	-29.5	-2.4	2.7	-117.2
COc1ccc2nc(N=NC3=C(O)CC(C)(C)CC3=O)sc2c1	-24.9	63.6*	-39.1	1.4	21.9	13.0	-10.1	25.2	-1.6	2.0	-30.9
COc1ccc(NC(=S)N(CCc2ccc(OC)c(OC)c2)Cc2ccccn2)cc1	-17.1	9.8	-4.2	0.0	-4.2	28.4	-5.7	22.6	2.8	-1.6	11.6
COc1cc(/C=C/C(=O)c2ccc(C)cc2)ccc1OCC#N	19.5	30.7	85.5*	0.7	103.2*	86.6*	-38.5	41.4	-1.7	1.4	6.5
CCOc1ccc(NC(=S)Nc2cc(C)[nH]n2)cc1	-64.6	-32.3	-117.3	0.0	-91.6	-10.6	4.9	0.9	-0.4	-2.4	-12.2
Cc1cc(=O)oc2ccc(OCC(=O)N3CCc4ccccc43)cc12	-11.2	-3.1	-26.1	0.5	-2.1	4.7	-2.4	3.1	0.4	-1.0	12.6
C=COC(=O)c1sc2nc(C)cc(C)c2c1N	-34.0	-20.3	-104.2	0.0	-60.3	-33.7	-2.6	-26.5	-0.7	1.4	-37.4
Cc1cc(C)cc(OC(=O)CS(=O)c2ccc(C(F)(F)F)cc2[N+](=O)[O-])c1 (stereo not drawn)	27.3	54.1	12.9	-0.1	31.4	-1.4	-47.3	49.2	-0.4	-0.9	39.0

(list continues)
SMILES	NR2E3 ag-1	MITF TRPM1 inh	HIF-2a inh	aDG glyco act	Peg3 prom inh	TWEAK Fn14 block	KKLEB cytotox	CF NFkB inh	iPSC survival up	NR2E3 ag-2	Shn3 3UTR inh
Cc1ccc(C(=O)N/C(=C\c2ccccc2)C(=O)NCCN2CCOCC2)cc1	-7.0	8.0	7.0	-0.2	1.4	40.4	2.6	0.7	1.2	5.4	-5.3
COc1cc(CNCc2ccc(OC)cc2OC)cc(OC)c1	-16.0	3.9	16.9	0.2	-0.8	-7.0	1.1	1.5	0.2	-0.1	35.4
COc1ccc(C2CC(c3ccccc3)Nc3ncnn32)cc1 (stereo not drawn)	-13.3	nt	-6.9	0.1	2.8	-15.9	2.3	16.7	4.8	3.8	6.7
COc1ccc(NC(=O)N2CCN(c3ccc([N+](=O)[O-])cc3)CC2)cc1OC	-4.0	-4.4	-6.8	1.3	15.9	-2.8	-7.2	7.0	1.0	0.7	4.3
CCOc1ccc(S(=O)(=O)N2CCN(C(=S)NCc3ccco3)CC2)cc1	6.8	-0.9	18.1	0.0	18.1	-4.9	0.9	-7.7	-0.8	-1.0	10.7
O=C(CN1C(=O)S/C(=C\c2ccc(O)c([N+](=O)[O-])c2)C1=O)Nc1ccc(N2CCOCC2)cc1	-16.1	1.0	2.2	-0.3	-26.3	-10.1	1.9	-17.4	-0.3	nt	-19.6
Nc1cc(C(=O)O)ccc1Nc1ccc(F)c(F)c1	38.8	-5.6	8.1	0.1	-5.6	-8.3	3.1	17.3	8.3	1.0	10.0
CC(C)c1ccc(S(=O)(=O)N2CCN(C(C)C(=O)N3CCCC3)CC2)cc1 (stereo not drawn)	-3.9	-4.9	14.8	-0.2	4.8	4.6	22.3	-6.1	-2.4	-1.6	-8.5
CCCCCOc1ccc(C(=O)N(Cc2ccco2)C2CCS(=O)(=O)C2)cc1 (stereo not drawn)	-9.2	3.2	-5.3	0.3	18.1	-8.3	12.1	0.9	-0.4	3.9	14.0
CCN(CC)C(=O)C(C)OC(=O)COc1ccc(Cl)cc1Cl (stereo not drawn)	-24.9	-7.7	8.3	0.6	1.3	-5.7	1.2	-1.7	-2.5	2.5	14.0
Cc1cc(-c2cccc(Br)c2)c(C#N)c(N)n1	-19.5	10.4	7.0	0.1	3.9	3.6	-15.5	-7.9	1.2	19.2	16.3
COc1cc(OC)c(NC(=O)c2ccco2)cc1Cl	-11.3	15.3	11.0	-0.1	-1.2	1.9	11.3	-14.6	-3.3	1.5	14.3
COc1ccc(CCn2c(C)c(C(C)=O)c3cc(OC(=O)c4ccco4)ccc32)cc1OC	9.8	-0.1	15.8	0.5	13.5	7.0	1.6	-3.3	-1.1	0.6	-4.5
N=C1c2ccccc2CN1NC(=O)CC12CC3CC(CC(C3)C1)C2	2.2	-6.3	17.8	0.1	5.2	2.0	5.4	-2.9	-0.9	-2.3	2.1
COc1ccc(Cl)c(NC(=O)Cn2nnc(-c3ccccc3N)n2)c1	-0.5	8.7	15.0	0.0	6.4	13.6	3.6	-0.5	2.9	1.0	7.5
CCN1CCN(C(=O)c2cn(CCOC)c(=O)c3c2c2ccccc2n3C)CC1	-9.5	-15.7	4.7	-0.1	5.6	-3.9	-9.5	9.4	3.6	2.3	-13.1
COc1ccc(N(C(=O)c2snc(C(N)=O)c2N)C(C(=O)NC2CCCC2)c2ccc(F)cc2)c(OC)c1 (stereo not drawn)	-7.5	6.3	7.0	0.0	25.1	9.2	-12.7	15.2	1.6	4.6	6.0
Cn1c(NCC(O)c2ccccc2)nc2c1c(=O)n(Cc1ccc(Cl)cc1)c(=O)n2C (stereo not drawn)	-3.8	1.3	1.9	-0.3	39.5	19.6	9.2	0.9	-0.5	-2.3	-3.4
O=C(NCCN1CCOCC1)c1ccc(CSc2nc3ccncc3n2Cc2ccc(F)cc2)cc1	24.5	7.3	14.4	-0.1	12.1	15.1	-2.0	-11.2	-1.3	1.8	12.7
O=C(CC12CC3CC(CC(C3)C1)C2)Nc1nncs1	16.9	2.3	18.9	-0.3	36.3	-22.9	-5.0	50.4*	0.0	1.6	7.0
CCOC(=O)c1ccc(-n2c(C)nc3c(cnn3-c3ccccc3C)c2=O)cc1	-13.4	4.0	6.8	0.1	11.9	13.1	2.2	-11.8	-0.4	-1.1	2.1
CCOC(=O)C1=C(COC(=O)/C=C/c2cc(OC)c(OC)c(OC)c2)NC(=O)NC1C (stereo not drawn)	-20.7	8.0	4.6	0.0	21.5	9.1	-14.4	31.7	-0.4	0.0	16.7
FC(F)Oc1ccc(-c2c[n+]3c(n2-c2ccccc2)CCCCC3)cc1	-14.1	23.5	15.2	-0.3	-1.7	0.6	-4.8	-2.0	0.1	1.7	51.0

Some of the entries so far, field by field:
> Cc1cc(-c2cccc(Br)c2)c(C#N)c(N)n1
- NR2E3 ag-1 = -19.5
- MITF TRPM1 inh = 10.4
- HIF-2a inh = 7.0
- aDG glyco act = 0.1
- Peg3 prom inh = 3.9
- TWEAK Fn14 block = 3.6
- KKLEB cytotox = -15.5
- CF NFkB inh = -7.9
- iPSC survival up = 1.2
- NR2E3 ag-2 = 19.2
- Shn3 3UTR inh = 16.3

> COc1cc(OC)c(NC(=O)c2ccco2)cc1Cl
- NR2E3 ag-1 = -11.3
- MITF TRPM1 inh = 15.3
- HIF-2a inh = 11.0
- aDG glyco act = -0.1
- Peg3 prom inh = -1.2
- TWEAK Fn14 block = 1.9
- KKLEB cytotox = 11.3
- CF NFkB inh = -14.6
- iPSC survival up = -3.3
- NR2E3 ag-2 = 1.5
- Shn3 3UTR inh = 14.3

Pulled by structure from the entries so far (2):
SMILES	NR2E3 ag-1	MITF TRPM1 inh	HIF-2a inh	aDG glyco act	Peg3 prom inh	TWEAK Fn14 block	KKLEB cytotox	CF NFkB inh	iPSC survival up	NR2E3 ag-2	Shn3 3UTR inh
COc1ccc(C2CC(c3ccccc3)Nc3ncnn32)cc1 (stereo not drawn)	-13.3	nt	-6.9	0.1	2.8	-15.9	2.3	16.7	4.8	3.8	6.7
COc1ccc(CCn2c(C)c(C(C)=O)c3cc(OC(=O)c4ccco4)ccc32)cc1OC	9.8	-0.1	15.8	0.5	13.5	7.0	1.6	-3.3	-1.1	0.6	-4.5

Bioassay records: PubChem, several laboratories
